KCNQ2 block – KCNQ2 channel blockers in CHO-K1 cells – cell-based, FluxOR thallium flux, B-score, primary screen (AID 2156); O88943; 20 min; active compounds read low; B-score at 10 µM; 1.1% of 310,000 active;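 active = fluorescence ratio B-score at most minus 3 library SDs, with starting brightness B-score within 2 library SDs, cut at about -5.5 in these data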
Target sequence (O88943 whole entry, looked up): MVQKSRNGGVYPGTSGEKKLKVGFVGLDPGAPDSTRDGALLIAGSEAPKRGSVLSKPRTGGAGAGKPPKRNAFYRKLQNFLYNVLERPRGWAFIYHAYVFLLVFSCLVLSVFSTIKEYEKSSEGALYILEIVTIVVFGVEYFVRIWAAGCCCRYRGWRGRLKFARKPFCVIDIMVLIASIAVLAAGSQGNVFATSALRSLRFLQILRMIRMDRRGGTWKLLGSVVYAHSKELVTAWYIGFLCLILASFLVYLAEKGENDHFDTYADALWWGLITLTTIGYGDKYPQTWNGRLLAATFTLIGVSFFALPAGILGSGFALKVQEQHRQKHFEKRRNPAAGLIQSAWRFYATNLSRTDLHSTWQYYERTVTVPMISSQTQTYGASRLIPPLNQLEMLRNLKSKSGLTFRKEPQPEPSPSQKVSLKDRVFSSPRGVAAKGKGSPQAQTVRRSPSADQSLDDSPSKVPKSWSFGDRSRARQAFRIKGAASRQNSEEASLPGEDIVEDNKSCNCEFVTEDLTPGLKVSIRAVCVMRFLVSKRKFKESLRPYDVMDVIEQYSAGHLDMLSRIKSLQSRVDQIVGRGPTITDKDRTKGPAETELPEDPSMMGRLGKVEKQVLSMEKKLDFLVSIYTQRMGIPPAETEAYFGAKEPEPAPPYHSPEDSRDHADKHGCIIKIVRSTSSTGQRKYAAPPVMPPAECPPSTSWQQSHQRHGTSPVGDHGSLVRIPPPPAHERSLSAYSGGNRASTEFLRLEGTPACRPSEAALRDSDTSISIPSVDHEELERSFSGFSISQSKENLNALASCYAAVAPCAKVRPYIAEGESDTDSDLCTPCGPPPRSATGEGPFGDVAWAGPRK
CHT inh – inhibits the human high affinity choline transporter | 0.86% of 310,000 active | Q9GZV3 | CHT-expressing cells, membrane potential dye, choline response; active compounds read low | B-score at 10 µM;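 active = B-score over 3 SD under the library average, and starting fluorescence ratio not unusually high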;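 note: choline stimulus applied at its EC90 after an EC20 pre-addition; B-score computed on integrated fluorescence ratio after choline addition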
* hit, by the source's call; i = inactive; . = not tested or not shown.

smiles	KCNQ2 block	CHT inh
CN(CCc1ccccn1)C(=O)Nc1ccc(Cl)cc1	i	i
CC(=O)Nc1cccc(OCc2ccc(F)cc2)c1	i	i
CCOC(=O)C(C)Oc1cccc2c(=O)n(CC(=O)NCc3ccco3)ccc12 (configuration not stated)	i	i
COc1ccc(NC(=O)c2cn(C)c(=O)c3cc(OC)c(OC)cc23)cc1OC	i	i
COCCOC(=O)c1c(C)oc2ccc(OCc3cc(C(=O)OC)oc3C)cc12	i	i
COc1ccc(NC(=O)c2cccc(N3C(=O)NC4CC3(C)Oc3ccccc34)c2)cc1 (configuration not stated)	i	i
O=C1c2cc([N+](=O)[O-])cc3cc([N+](=O)[O-])cc(c23)C(=O)N1c1ccccn1	i	i
CC(=O)Nc1nonc1-c1nc2ccccc2n1Cc1nnc(C)o1	i	i
O=C(CNc1cccc2ccccc12)N/N=C/c1ccc(OC(=O)/C=C/c2ccco2)cc1	i	.
CC1CN(CCOCCSc2ccc(Cl)cc2)CC(C)O1 (configuration not stated)	i	i
C=CCC1NS(=O)(=O)OCC1NC(=O)OCC(Cl)(Cl)Cl (configuration not stated)	i	i
N#C/C(=C/c1cn[nH]c1-c1ccc(Br)cc1)C(=O)O	i	i
COc1ccc(-c2nnc(SCC(=O)Nc3ncc(C)s3)n2-c2ccccc2)cc1OC	i	i
O=C(NC(=S)N1CCCCC1)C12CC3CC(CC(C3)C1)C2	i	i
Cc1cc(C)cc(N(CC(=O)Nc2ccccc2C(=O)N2CCOCC2)S(C)(=O)=O)c1	i	i

Part of the list above in another layout.
Cc1cc(C)cc(N(CC(=O)Nc2ccccc2C(=O)N2CCOCC2)S(C)(=O)=O)c1
  KCNQ2 block: i	CHT inh: i

COc1ccc(-c2nnc(SCC(=O)Nc3ncc(C)s3)n2-c2ccccc2)cc1OC
  KCNQ2 block: i	CHT inh: i

O=C(NC(=S)N1CCCCC1)C12CC3CC(CC(C3)C1)C2
  KCNQ2 block: i	CHT inh: i

O=C1c2cc([N+](=O)[O-])cc3cc([N+](=O)[O-])cc(c23)C(=O)N1c1ccccn1
  KCNQ2 block: i	CHT inh: i

Following part:
smiles	KCNQ2 block	CHT inh
Cn1c2ccccc2c(=O)c2cc(C#CC3(O)CCCCC3)ccc21	i	i
CCCC(=O)Nc1nnc(S(=O)(=O)N2CCCCCC2)s1	i	i
Cc1nn(S(=O)(=O)c2cccc([N+](=O)[O-])c2)c(C)c1Br	i	i
COCCN(CCOC)Cc1c(C)[nH]c2c(C)c(C)ccc2c1=O	i	i
CN1/C(=C\C(=O)c2cncc(Br)c2)C(C)(C)c2ccccc21	-8*	i
Cc1cc2nc3c(nc2cc1C)C1(C(=O)O)CCC3(C)C1(C)C (configuration not stated)	i	i
O=C(O)c1cc2nc(C3CC3)cc(C(F)(F)F)n2n1	i	i
Cc1cccc(OCC(=O)N(Cc2ccc(F)cc2)C2CCS(=O)(=O)C2)c1C (configuration not stated)	i	i
Cc1ccc(CS(=O)(=O)CCC(=O)N2CCOCC2)cc1	i	i
COc1ccc(C(CNc2ncnc3sccc23)N(C)C)cc1OC (configuration not stated)	i	i
Nc1c(NCc2ccccc2F)c(=O)[nH]c(=O)n1Cc1ccccc1	i	i
O=C(CCC(=O)N/N=C/c1c[nH]c2ccccc12)NCc1ccccc1	i	i
C/C(=N\NC(=O)Cc1ccc(Cl)cc1)c1cccc(NC(=O)c2cccnc2)c1	i	i
CCOC(=O)c1ccc(NC(=O)C(=O)NCc2ccco2)cc1	i	i
c1ccc2c(Nc3ccc4c(c3)OCCO4)c3c(nc2c1)CCC3	i	i

Brought forward from above: four compounds; new compounds follow.
smiles	KCNQ2 block	CHT inh
O=C(CCC(=O)N/N=C/c1c[nH]c2ccccc12)NCc1ccccc1	i	i
C/C(=N\NC(=O)Cc1ccc(Cl)cc1)c1cccc(NC(=O)c2cccnc2)c1	i	i
CCOC(=O)c1ccc(NC(=O)C(=O)NCc2ccco2)cc1	i	i
c1ccc2c(Nc3ccc4c(c3)OCCO4)c3c(nc2c1)CCC3	i	i
CCOC(=O)C1C2C=CC(CC2)N1c1ccccc1 (configuration not stated)	i	i
CCc1ccc(/C=C/C(=O)c2c(C)cc(C)[nH]c2=O)cc1	i	i
CCOc1ccc(Nc2ccc(C(=O)O)cc2[N+](=O)[O-])cc1	i	i
CCCn1c(CC)nc([N+](=O)[O-])c1S(=O)(=O)c1ccccc1	i	i
O=C(c1cn(-c2ccccc2)nc1-c1cccs1)N1CCN(c2ccccc2)CC1	i	i
CCOC(=O)C1CCCN(CC(=O)Nc2cc(C)cc(C)c2)C1 (configuration not stated)	i	i
Cc1ccc(S(=O)(=O)C(C#N)c2nc3ccccc3nc2N2CCCC2)cc1 (configuration not stated)	i	i
COc1cc(SC)ccc1C(=O)NCCc1c[nH]c2ccccc12	i	i
CC(C)(C)NC[C@@H](O)COc1cccc2c1CCCC2=O	.	i
NC(=O)c1c(NC(=O)CN2CCN(S(=O)(=O)c3ccccc3)CC2)sc2c1CCC2	i	i
FC(F)(F)C1CCCN(c2nsc3ccccc23)C1 (configuration not stated)	i	i
O=C(NCc1ccc2c(c1)OCO2)c1cnc2n(c1=O)CCS2	i	i
Cc1cc(C(=O)COc2cccnc2[N+](=O)[O-])c(C)n1-c1ccccc1F	i	i
C=C(C)CNC(=S)NNC(=O)c1cc(C)oc1C	i	i
O=[N+]([O-])c1ccccc1O[C@@H]1O[C@H](CO)[C@H](O)[C@H](O)[C@H]1O	i	i

smiles	KCNQ2 block	CHT inh
CCC1CCCCN1S(=O)(=O)c1ccc2[nH]c(=O)ccc2c1 (configuration not stated)	i	i
COc1ccc(/C=N/N2C(C)CCCC2C)cc1OC (configuration not stated)	i	i
COCCn1nnnc1C(c1cccs1)N1CCN(c2cc(C)ccc2C)CC1 (configuration not stated)	i	i
CC(C)(C)C(=O)/C=c1\[nH]c(=O)/c(=C\c2ccccc2F)s1	i	i
CCCCOc1ccc(C(=O)Nc2ccc(S(=O)(=O)Nc3cc(C)on3)cc2)cc1OC	i	i
O=C(Nc1nc(-c2ccco2)c(-c2ccco2)s1)c1ccco1	i	i
O=S1(=O)C=C(Sc2nc3cc(Cl)ccc3o2)c2ccccc21	i	i
CCN(CC)C(=O)COc1ccc(Br)cc1Cl	i	i
C=CCNC(=O)CN1CCN(Cc2ccc3c(c2)OCO3)CC1	i	i
COc1cccc(/C=N/n2cnc3ccccc32)c1OC	i	i
COc1cc2cc(CN(Cc3cccs3)C(=S)Nc3ccc(C)cc3)c(=O)[nH]c2cc1OC	i	i
O=C(CN1C(=O)NC2(CCCC2)C1=O)Nc1nc2ccc(F)cc2s1	i	i
COc1ccccc1NC(=S)N1CCN(C(=O)C2CCCO2)CC1 (configuration not stated)	i	i
Cc1nc(N2CCc3ccccc3C2)[nH]c(=O)c1Cc1ccccc1	i	i
COc1ccc(N(CC(=O)NCc2ccco2)S(=O)(=O)c2c(C)nn(C)c2C)cc1	i	i

smiles	KCNQ2 block	CHT inh
C(=C\c1nc(-c2ccncc2)no1)/c1ccccc1	i	i
CCOC(=O)c1sc(=NC(=O)c2ccccc2)n(C)c1C	i	i
Cc1ccc(-c2nc3ccccc3c(=O)n2Cc2ccccc2)cc1	i	i
Cc1cc(N2CCN(C(=O)Nc3ccccc3C#N)CC2)c2ccccc2n1	i	i
CNc1oc(Cc2ccccc2)nc1S(=O)(=O)c1ccc(Cl)cc1	i	i
COCC(C)NC(=O)c1cc(-c2ccc(O)cc2)on1 (configuration not stated)	i	i
Cc1cccc(C(=O)NNC(=O)CSc2nnc(C(C)C)n2C)c1	i	i
Cc1cccc(C(C)C)c1NC(=O)C1CCN(S(=O)(=O)c2ccccc2)CC1	i	i
O=C(CCc1ccccc1)NCCSCc1c(F)cccc1Cl	i	i
COCC(C)n1c(COc2ccccc2F)nnc1SCC(=O)c1c(N)n(C)c(=O)n(C)c1=O (configuration not stated)	i	i
CCCCCCS(=O)Cc1ccccc1 (configuration not stated)	i	i
CN(Cc1ccccc1)C(=C(Cl)Cl)C(=C1NCCN1)[N+](=O)[O-]	i	i
COc1ccc(C(=O)NNC(=O)C(=O)N2CCCCC2)cc1OC	i	i
CCOc1ccc(Cl)cc1S(=O)(=O)n1nnc2ccccc21	i	i
CCC(C)c1c(O)nc(SCC(=O)c2ccccc2)[nH]c1=O (configuration not stated)	i	i

smiles	KCNQ2 block	CHT inh
CC1(C)Cc2c(c(=S)nc(-c3ccccc3)n2CCN2CCOCC2)CO1	i	i
Cc1cc(C)n(C(=O)CNC(=O)/C=C/c2ccccc2)n1	i	i
CC(=O)c1ccc(NC(=O)c2cnsn2)cc1	i	i
COc1ccc(C2SCCN2S(=O)(=O)c2ccc(NC(C)=O)cc2)cc1 (configuration not stated)	i	i
Cc1ccc(NC(=O)COC(=O)Cc2cccs2)c(Br)c1	i	i
CS(=O)(=O)N1CC(C(=O)NC2CC2)Oc2ccc(Cl)cc21 (configuration not stated)	i	i
C=CCN1N=C(/C=C/c2ccc(C)cc2)CCC1=O	i	i
C=C(C)c1cccc(C(C)(C)NC(=O)NC2CCCC2)c1	i	i
O=c1[nH]c(NCc2ccco2)nnc1Cc1ccccc1Cl	i	i
O=C(O)C1CC(=O)N(c2ccc(OCc3ccc(Br)cc3)cc2)C1 (configuration not stated)	i	i
O=C(CSC(=S)N1CCOCC1)c1ccccc1	i	i
CCn1c(=O)c2cc(S(=O)(=O)NCCOc3ccccc3)ccc2n(CC)c1=O	i	i
COc1ccc(S(=O)(=O)N2CCCCCC2)cc1C(=O)N1CCN(c2ccccc2O)CC1	i	i
Cc1ccc(S(=O)(=O)c2ccc(Cl)cc2)cc1S(N)(=O)=O	i	i
Cn1nnnc1SCc1ccc(C(=O)Nc2ccc(Br)cc2)cc1	i	i

smiles	KCNQ2 block	CHT inh
Cc1cc(OCCCCCNCCO)ccc1Cl	i	i
Cn1cc(CN2CCC(C(O)c3cccs3)CC2)c(-c2cccc(Cl)c2)n1 (configuration not stated)	i	i
O=C(c1ccc(Cl)cc1)N1CCCC(c2ccccc2)=N1	i	i
CCOC(=O)N1CC=C2C(C#N)=C(N)C(C#N)(C#N)[C@H](c3ccc(OCC)c(OCC)c3)[C@H]2C1	i	i
c1ccc(C[n+]2c(-c3ccccc3)csc2Nc2ccccc2)cc1	i	i
CCCCN(C(=O)CNC(=O)c1cccs1)C(C(=O)NC1CCCCC1)c1cccnc1 (configuration not stated)	i	i
O=C(Oc1ccc2ccc(=O)oc2c1)c1ccco1	i	i
Cc1ccc2cc3cc(C(=O)NCCC(C)C)oc3nc2c1	i	i
O=C1CCCc2c1[nH]c1ccccc21	i	i
Cc1cc(=O)n2[nH]c(Nc3cccc(Cl)c3)nc2n1	i	i
Cc1ccc(-n2c(C)nc3c(cnn3-c3ccc(F)cc3)c2=O)cc1C	i	i
CCOc1ccc(NC(=O)N2CC(C)OC(C)C2)cc1 (configuration not stated)	i	i
CC1CCN(CCCNC(=O)C2CC(=O)N(CCc3ccccc3)C2)CC1 (configuration not stated)	i	i
Cc1c(Cl)cnc(NC(=O)CSc2nncs2)c1Cl	i	i
N#C/C(=C(/O)CN1CCN(c2ccccc2F)CC1)c1nc(-c2ccccc2)cs1	i	i

smiles	KCNQ2 block	CHT inh
CSc1sc(C(=O)N(C)C)c2c1S(=O)(=O)N(C)c1ccccc1-2	i	i
CC(CN1CCCCC1)OC(=O)c1cccc(F)c1 (configuration not stated)	i	i
Cc1cc(C)n(S(=O)(=O)c2ccc(C(C)(C)C)cc2)n1	i	i
COCCCN1C2=C(C(=O)CC(C)(C)C2)C(c2ccc(O)c(OC)c2)C2=C1CC(C)(C)CC2=O	i	i
COC(=O)c1ccccc1NC(=O)CSc1nccn1C	i	i
COc1ccc(OCCOC(=O)c2cc(S(=O)(=O)N3CCOCC3)c(Cl)cc2Cl)cc1	i	i
CC1CC(C)CN(CCCNC(=O)Cc2c(C(=O)O)n(C)c3ccccc23)C1 (configuration not stated)	i	i
CN1CCc2c(sc(NC(=O)c3ccc(S(=O)(=O)N4CCc5ccccc54)cc3)c2C(N)=O)C1	i	i
O=C(NCC1COCCO1)c1cc(COc2ccc(F)cc2F)on1 (configuration not stated)	i	i
CCCCN(C(=O)c1c(C)[nH]c(C(=O)OCC)c1C)c1ccccc1	i	i
O=c1[nH]c(SCCOc2cccc3ccccc23)nc2ccccc12	i	i
CCCNc1c(NC(=O)c2cccs2)c(=O)oc2ccccc12	i	i
CN(C)c1ccc(C2C3C(=O)NC(=O)C3ON2c2ccc(Cl)cc2)cc1 (configuration not stated)	i	i
Cc1ccc(/C=N/NC(=O)NN(C)c2ncc(C(F)(F)F)cc2Cl)cc1	i	i
CCc1ccc(OCC(=O)Nc2ccc3c(c2)COC3=O)cc1	i	i

smiles	KCNQ2 block	CHT inh
CCc1ccc(OCCCC(=O)Nc2ccc(N3CCCCC3)cc2)cc1	i	i
CCn1cc([N+](=O)[O-])c(C(=O)N2N=C(c3ccc(Cl)c(Cl)c3)CC2c2ccccc2O)n1 (configuration not stated)	i	i
Cc1cccc(CS(=O)(=O)Cc2ccc(C(=O)NCc3ccccc3)o2)c1	i	i
O=C(N/N=C/c1cc([N+](=O)[O-])ccc1O)c1cccc2ccccc12	i	i
CCOC(=O)C1CCCN(C(=O)c2ccc(Cn3c(=S)[nH]c4cc(C(=O)OC)ccc4c3=O)cc2)C1 (configuration not stated)	i	i
Cc1cccc(C)c1NC(=O)C1(N(Cc2ccco2)C(=O)CC2NC(=O)NC2=O)CCCCC1 (configuration not stated)	i	i
O=C(NC1CCCC1)c1ccc(Br)s1	i	i

Screening data from PubChem.
